High-throughput results deposited in PubChem BioAssay by several laboratories.
HTRA1 inh – inhibitors of human serine peptidase HTRA1; actives 0.5% (n = 340,000); Q92743; inhibition, % at 5.96 µM; recombinant HTRA1, FP-rhodamine activity-based probe, fluorescence polarization; AID 504803; in the data active = inhibition above about 36%;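 note: 0% = enzyme with DMSO and 100% = wells lacking enzyme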
rCAG binder – r(CAG) repeat RNA binding | TO-PRO-1 dye displacement fluorescence | AID 651821 | inhibition, % at 3 µM | actives 1.3% (n = 370,000);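 active = inhibition above the plate cutoff, the mean of all test compounds on that plate plus 3 SD, cut at about 35% in these data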;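 note: 0% = DMSO alone and 100% = 100 µM mitoxantrone as full dye displacement; higher means more dye released from RNA so lower well fluorescence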
ABHD4 inh – ABHD4 (mouse) inhibition, primary FP screen; Q8VD66; purified mABHD4, FP-Rh probe fluorescence polarization; inhibition, % at 8.92 µM; actives 0.54% (n = 370,000); AID 720543;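 active = inhibition exceeding the mean over every tested compound plus 3 SD, cut at about 30% in these data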;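 note: 0% = plate median of compound wells and 100% = S159A mutant with DMSO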
Target sequence (Q8VD66 whole entry, looked up): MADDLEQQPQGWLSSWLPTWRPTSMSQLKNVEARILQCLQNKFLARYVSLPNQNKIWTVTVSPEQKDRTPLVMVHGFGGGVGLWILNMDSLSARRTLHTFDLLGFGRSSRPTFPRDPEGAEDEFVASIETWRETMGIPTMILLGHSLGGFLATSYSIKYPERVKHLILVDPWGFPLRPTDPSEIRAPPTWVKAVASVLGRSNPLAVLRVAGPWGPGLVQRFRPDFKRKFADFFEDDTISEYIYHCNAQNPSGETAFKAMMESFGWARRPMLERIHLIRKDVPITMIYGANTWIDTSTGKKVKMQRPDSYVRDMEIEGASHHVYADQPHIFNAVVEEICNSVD
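System: mouse ABHD4 enzyme, wild type / Medium: HEPES pH 7.0, NaCl, Pluronic buffer / Reagent: FP-Rh activity-based fluorescent probe / Control set: S159A mutant high control, sample median low control / Detection: fluorescence polarization with parallel and perpendicular emission, 525/598 nm / Schedule: 45 min + 60 min at 25 °C / Compound dosing: 8.92 µM, single dose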
SMARCA2 act – SMARCA2 function activation, primary screen | MG213 cells, MMTV-luciferase reporter, dexamethasone, overnight | activation, % at 9.1 µM | actives 1% (n = 370,000) | AID 652017; in the data active = activation above about 7.8%;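 note: 0% = vehicle wells and 100% = reference activator wells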
GC-A act – GC-A (human) enzyme activation; actives 0.14% (n = 370,000); AID 1671463; activation, % at 10 µM; P16066; HEK293 GC-A cells, cGMP TR-FRET, EC30 ANP; 0% at EC30 ANP, 100% saturating ANP; in the data active = activation above about 40%
ARFGAP1 inhibitor – rat ARFGAP1 inhibition | AID 651572 | Q62848 | inhibition, % at 16.5 µM | Arfgap1-stimulated ARF1 GTP hydrolysis, GDP FP detection | actives 0.26% (n = 360,000);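 active = inhibition above a per-plate limit, mean inhibition of low control wells plus 3 SD, cut at about 25% in these data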;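 note: 0% = DMSO wells with enzyme and 100% = wells lacking Arfgap1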
Target sequence (Q62848 1-136 limits assumed): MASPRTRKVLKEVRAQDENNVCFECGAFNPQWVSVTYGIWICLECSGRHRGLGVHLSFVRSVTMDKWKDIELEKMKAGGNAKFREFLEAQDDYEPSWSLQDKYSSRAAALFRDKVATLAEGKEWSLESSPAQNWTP
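Assay system: Rat Arfgap1 GAP domain (His6, aa 1-136), purified enzyme | Buffer or medium: HEPES 25 mM pH 7.5, NaCl 150 mM, MgCl2, DTT | Schedule: GTP hydrolysis reaction 2 h at 25 °C | Signal: FP of antibody-bound GDP Alexa 633 tracer, ex 620/em 688 nm | Measure: Percent inhibition of Arfgap1-stimulated GTP hydrolysis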
PG9 Ab binder – binds the HIV-1 gp120 antibody PG9; AID 624416; actives 0.43% (n = 360,000); TR-FRET gp120-PG9 antibody binding; inhibition, % at 6.7 µM; in the data active = inhibition above about 8.5%
GC-B act – GC-B (human) receptor activation; HEK293-GC-B cells, CNP EC30, cGMP TR-FRET; 0% at EC30 CNP, 100% saturating CNP; P20594; actives 0.11% (n = 370,000); activation, % at 10 µM;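 active = activation at 10 µM reaching about 35% in either raw or pattern-adjusted values, limit read from the data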
ASAP1 inh – blocks human ASAP1-stimulated Arf1 GTP hydrolysis; actives 0.19% (n = 360,000); Q9ULH1; inhibition, % at 16.5 µM; GDP FP detection; in the data active = inhibition above about 25%;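 note: 0% = vehicle with enzyme and substrate and 100% = no enzyme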
Target sequence (Q9ULH1 325-724 limits assumed): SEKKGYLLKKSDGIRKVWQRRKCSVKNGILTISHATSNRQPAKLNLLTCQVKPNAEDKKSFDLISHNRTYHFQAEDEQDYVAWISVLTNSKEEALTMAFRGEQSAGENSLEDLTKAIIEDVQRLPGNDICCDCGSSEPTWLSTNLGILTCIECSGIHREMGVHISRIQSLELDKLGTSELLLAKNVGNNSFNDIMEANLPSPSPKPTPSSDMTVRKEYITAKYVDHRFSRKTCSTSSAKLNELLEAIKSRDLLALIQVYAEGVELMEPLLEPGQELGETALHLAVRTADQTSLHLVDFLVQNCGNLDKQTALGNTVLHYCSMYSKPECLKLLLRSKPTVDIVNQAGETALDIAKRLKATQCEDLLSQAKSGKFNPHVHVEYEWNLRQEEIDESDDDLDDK
Rev-erbA mod – modulators of human Rev-erb alpha DNA binding; P20393; Rev-erbα–FITC-DNA binding, fluorescence polarization, 90 min; activity, % at 10 µM; actives 0.79% (n = 370,000); AID 1259318;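 active = activity above about 14%, limit read from the data; passing the limit was not always enough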;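 note: 0% = DMSO wells with 35 nM protein and 100% = DMSO wells with 750 nM protein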
An asterisk follows results filed as active; x = not tested or not shown. Hits appear at their usual frequency; about 4.4% have a hit in one of these screens.

SMILES	HTRA1 inh	rCAG binder	ABHD4 inh	SMARCA2 act	GC-A act	ARFGAP1 inhibitor	PG9 Ab binder	GC-B act	ASAP1 inh	Rev-erbA mod
Cc1ccc([C@@H]2[C@@H]3C(=O)N(C)C(=O)[C@@H]3[C@]3(C)C(=O)N(Cc4ccccc4)CC(=O)N23)o1	-11	-1	2	0	0	7	0.6	8	-4	3
O=C1N(Cc2ccccc2F)c2ccccc2C12OCCCO2	-9	-1	5	0	-3	0	-0.7	2	-18	-2
Cc1ccc(S(=O)(=O)N/N=C2/CC(=O)CC(C)(C)C2)cc1[N+](=O)[O-]	1	14	8	-1	-1	-9	-1.1	-1	-9	2
CCN(CC)S(=O)(=O)c1ccc(Oc2ccccc2)cc1	-10	-3	-2	-3	3	5	-2.9	5	7	-1
CC(=O)N=c1sc(C(C)(C)C)c(C)n1C	1	3	7	4	6	4	-0.8	1	16	3
CC1CCC(NCc2ccco2)CC1 (stereo unspecified)	3	1	0	5	3	9	-1.9	7	-11	0
COc1ccc(C(=O)COC(=O)c2cc(=O)c3ccccc3o2)cc1	5	2	-12	-2	-1	6	0.3	-8	7	1
CCn1c(=NC(=O)CSC(C)=O)sc2cc(OC)ccc21	2	1	3	-1	4	6	-1.6	2	2	3
Cc1ccc(N2CC(C(=O)Nc3nnc(SCCN4CCOCC4)s3)CC2=O)cc1C (stereo unspecified)	-12	3	-9	4	-4	11	-2.9	0	0	1
CCOC(=O)[C@]12CCCCC/C=C\1N(Cc1ccc(OC)cc1)C(=O)[C@H]2CC(=O)N1CCCC1	x	2	-2	-4	3	x	x	-2	x	6
CN1C(=O)C(CC(=O)Nc2ccccc2F)N(NC(=O)c2ccc(Br)cc2)C1=S (stereo unspecified)	0	3	4	4	-4	-2	-1.5	-5	8	4
C(=N\N1CCOCC1)/c1cn(-c2ccccc2)nc1-c1ccccc1	-3	-3	-3	5	-2	12	1.2	-3	-12	-1
COc1cccc(-c2nn3c(-c4cccc(C)c4)nnc3s2)c1	-11	6	-11	11*	5	4	-0.2	0	-13	2
COC(=O)CCCCC1SCC(NC(=O)c2ccccc2)C1OC(C)=O (stereo unspecified)	2	-4	-2	-1	-4	4	0.4	3	0	0
CSc1ccccc1C(=O)NC1CCCCC1	-1	-4	2	-1	1	0	0.7	2	6	-3
COc1ccc(-c2csc(Nc3cc(C)ccn3)n2)cc1C	-2	13	8	-3	-5	7	-1.3	0	-5	2
CSc1nnc(CSc2cc(C)nc(N(C)C)n2)o1	4	-5	5	-2	2	3	-1.3	2	-1	-1
COCCNc1nc(SCC(=O)N2CCN(c3ccccc3OC)CC2)nc2ccccc12	0	0	0	2	-3	-2	-0.5	3	11	-2
CC1=C(C(N)=O)C(c2ccc3c(c2)OCO3)n2nc(-c3cccc(C)c3)nc2N1 (stereo unspecified)	0	3	1	-3	3	7	-1.0	-1	-19	2
S=c1[nH]nc(-c2ccco2)n1-c1ccc(Cl)cc1	-1	3	2	-1	4	9	5.9	-1	2	-2
Cc1ccc2[nH]c3c(NCCCN4CCCC4=O)ncnc3c2c1	5	2	0	4	-1	4	-1.0	-6	8	3
CCOC(=O)C1CCN(C(=O)c2ccc(NS(=O)(=O)c3ccc4[nH]c(=O)[nH]c4c3)cc2)CC1	-2	1	2	-1	-2	6	-2.1	6	5	-3
O=C(NCc1ccccc1CN1CCCC1)c1ccc(Cl)c(S(=O)(=O)N2CCCC2)c1	-6	-3	-1	0	0	5	-1.5	6	6	0
Cc1ccc(N2C(=O)N(CC(=O)Nc3cccc([N+](=O)[O-])c3C)C(=O)C2C)cc1 (stereo unspecified)	-9	0	6	0	3	-9	-1.4	2	-4	7
CC1CCC(C(C)C)C(OC(=O)C[n+]2cc(-c3ccc(Cl)cc3)n3c2CCC3)C1 (stereo unspecified)	-5	10	7	-3	2	-10	0.6	3	6	-7
CCCc1cc(=O)[nH]c2nnc(SCC(=O)Nc3ccc4c(c3)OCCO4)n12	4	0	-6	-4	-1	-5	0.7	1	-1	-1
CC(Oc1ccc(Cl)cc1Cl)C(=O)NCCCCc1ccccc1 (stereo unspecified)	-24	-3	-18	1	0	9	-3.1	0	14	6
CC1=CC(C)(C)N(C(=O)CSc2nnc(-c3ccccc3)o2)c2ccc(C)cc21	-38	-4	-4	-3	0	10	0.8	-7	2	11
COc1ccc(-c2ccc(SCC(=O)NCc3ccco3)nn2)cc1	1	0	-10	5	-7	8	3.0	-2	0	-3
CCOC(=O)Cc1csc(NC(=O)CCSc2ccccc2)n1	-2	-4	-4	-3	1	5	-0.7	-1	6	-4
O=C(NCCNC(=O)c1ccc(-c2cc(Cl)ccc2Cl)o1)c1cnccn1	-13	4	-12	-4	-6	0	-1.0	-7	-4	1
CCC(CO)Oc1cc(NCc2ccncc2)c2ncn(C(C)C)c2c1 (stereo unspecified)	6	-8	0	0	-1	-2	-2.3	1	1	0
COC(=O)CCc1c[nH]c2ccc([N+](=O)[O-])cc12	-3	1	11	3	1	7	0.3	-3	-5	1
Cc1ccc2nc(C)c3c(c2c1)N(c1ccccc1)CC3	x	12	0	-1	-12	-3	-0.3	-17	1	8
O=C(C(NS(=O)(=O)c1cccc2nsnc12)c1ccccc1)N1CCN(c2ccccc2)CC1 (stereo unspecified)	-2	6	-2	-1	-4	-9	-0.8	-2	6	-6
COc1cccc2c(=O)c3ccccc3oc12	-7	-3	3	7	6	9	2.4	0	-9	2
O=C(NCc1ccco1)c1cc(-c2cccc(Cl)c2)on1	-9	1	4	-1	7	3	-0.2	-3	15	-3
COCc1c(C(=O)OCc2nc(N)nc(Nc3ccccc3C)n2)oc2ccccc12	-13	-2	-3	-1	-3	0	1.7	-1	5	1
O=C(Cn1nc(C(F)(F)F)c2c1CCCC2)Nc1ccc2c(c1)OCO2	-3	4	-4	-1	2	-1	1.2	2	-8	2
COc1ccc(CNC(=O)CN2C(=O)NC3(CCCCCC3)C2=O)cc1OC	2	-2	0	-4	5	5	1.6	0	-5	-2
CCS(=O)(=O)N1CCC(C(=O)NCc2cc(OC)ccc2OC)CC1	2	-2	0	1	1	7	-0.7	2	6	-2
CCNC(=O)/C(=C\c1ccc2c(c1)OCO2)NC(=O)c1ccc(Br)cc1	-5	-2	6	0	-2	-3	-0.7	-4	14	1
Cc1cccc(CN2CCN(C3CN(Cc4cn(Cc5ccc(F)cc5)nn4)S(=O)(=O)C3)CC2)c1 (stereo unspecified)	x	-1	-2	-7	-3	-2	2.0	3	4	-3
CCCC(CCC)C(=O)Nc1c[nH]c(=O)[nH]c1=O	10	-1	-5	-1	-5	-20	3.0	-4	-2	3
COc1cccc(C(=O)Nc2cc(C)on2)c1	1	4	4	5	1	-7	-1.5	-1	4	-7
O=C(NNC(=O)c1cccs1)c1ccc(Cl)c(S(=O)(=O)N2CCCC2)c1	-1	3	-4	1	0	16	-0.4	0	3	4
Cc1cn([C@H]2C[C@H](O)[C@@H](CNCc3cnc(N4CCOCC4)nc3)O2)c(=O)[nH]c1=O	3	3	0	-5	5	2	-0.5	0	-2	-8
Cc1ccc(Cn2c(SCC(=O)NCC3CCCO3)nc3c2c(=O)n(C)c(=O)n3C)cc1 (stereo unspecified)	10	-2	-4	-5	13	9	-3.1	15	11	-6
Cc1nn(Cc2ccc(Cl)cc2)c(C)c1N	-9	-4	7	-4	x	0	0.8	x	-3	x
Cc1ccccc1CC(=O)NC1CCN(C)CC1	2	0	-7	-1	-1	-6	0.0	-1	-6	1
COc1cc(CN2C[C@@H](CO)O[C@@H](n3cnc4c(NCc5ccncc5)ncnc43)C2)cc(OC)c1OC	x	1	0	-1	1	22	0.5	4	4	-9
Cc1cc(C(=O)CN2C(=O)C3CC=CCC3C2=O)c(C)n1-c1ccccc1 (stereo unspecified)	4	-5	12	2	-1	10	1.3	5	19	-3
CCOC(=O)c1c(C)nn(-c2ncccc2NC(=O)CCC(=O)O)c1C	x	3	3	3	0	-14	-2.9	2	2	-4
O=C(NC(c1ccc(F)cc1)c1ccc2ccccc2n1)C1CCN(Cc2ccc(Oc3ccccc3)cc2)CC1 (stereo unspecified)	x	7	-13	-5	-1	-3	-1.5	-1	-2	-4
O=C(CC1SC(N2CCCCC2)=NC1=O)Nc1cccc(C(=O)N2CCCC(C(F)(F)F)C2)c1 (stereo unspecified)	0	1	3	-2	1	0	1.2	6	1	-4
C=CCc1c(C)nc2c(OC)cccc2c1Cl	-4	-2	-1	0	-12	18	-0.9	-5	-12	5
Cc1cccc(CN2CCC(CNC(=O)CCNC(=O)Cn3ccc4ccccc4c3=O)CC2)c1	3	-5	-9	4	-1	-4	-0.5	2	8	2
COc1cccc(-n2c(CCn3nc(C)c([N+](=O)[O-])c3C)n[nH]c2=S)c1	1	3	7	-1	-4	10	-0.2	-2	-6	-1
CCN1C(=O)[C@H]2[C@@H](c3ccc(-c4ccc5c(c4)OCO5)c(OC)c3)N[C@@](C)(C(=O)OC)[C@H]2C1=O	-2	-3	2	1	2	9	-1.2	4	6	3
CC(NS(C)(=O)=O)C(c1cccs1)N1CCN(c2ccccc2)CC1 (stereo unspecified)	0	-3	-5	-5	2	15	0.2	1	-5	4

(more compounds)
SMILES	HTRA1 inh	rCAG binder	ABHD4 inh	SMARCA2 act	GC-A act	ARFGAP1 inhibitor	PG9 Ab binder	GC-B act	ASAP1 inh	Rev-erbA mod
O=C(NCc1ccncc1)C(=O)NCC(c1ccco1)N1CCN(c2ccccc2)CC1 (stereo unspecified)	4	-6	-2	-6	-1	-5	-1.0	1	-1	-1
CC1(C)C2CC=C(/C=N/NC(=O)C3CC3)C1C2 (stereo unspecified)	3	-1	1	1	2	-14	-2.1	1	5	-5
COc1ccc(Cl)cc1C(=O)NN=C1CCCC1	-2	-1	-3	-4	-2	1	-1.4	4	13	3
Cc1ccc(S(=O)(=O)Nc2ccc3c(c2)nc(CCN2CCCC2)n3C)cc1	-5	6	4	-2	0	-4	-1.1	1	10	3
O=[N+]([O-])c1ccc(N2CCN(C(=S)Nc3cccc(F)c3)CC2)cc1	-5	5	-16	-2	-5	1	-1.2	-4	12	11
Cc1ccc(-n2cccn2)c([C@@H]2C[C@H]3CN(C)C(=O)[C@]34CCCN24)c1	1	3	-3	-1	1	9	0.4	4	0	-5
